RBX1-CUL1 inh: human ROC1-CUL1 E3 ligase inhibition. in vitro K48 di-Ub FRET, acceptor:donor ratio, 45 min. 0.6% of 140,000 active. inhibition, % at 10 µM. P62877+Q13616; in the data active = inhibition above about 25%
Target sequence (P62877 whole entry, looked up): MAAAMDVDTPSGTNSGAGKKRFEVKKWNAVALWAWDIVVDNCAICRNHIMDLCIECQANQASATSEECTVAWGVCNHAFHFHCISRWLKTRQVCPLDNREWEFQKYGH
Target sequence (Q13616 whole entry, looked up): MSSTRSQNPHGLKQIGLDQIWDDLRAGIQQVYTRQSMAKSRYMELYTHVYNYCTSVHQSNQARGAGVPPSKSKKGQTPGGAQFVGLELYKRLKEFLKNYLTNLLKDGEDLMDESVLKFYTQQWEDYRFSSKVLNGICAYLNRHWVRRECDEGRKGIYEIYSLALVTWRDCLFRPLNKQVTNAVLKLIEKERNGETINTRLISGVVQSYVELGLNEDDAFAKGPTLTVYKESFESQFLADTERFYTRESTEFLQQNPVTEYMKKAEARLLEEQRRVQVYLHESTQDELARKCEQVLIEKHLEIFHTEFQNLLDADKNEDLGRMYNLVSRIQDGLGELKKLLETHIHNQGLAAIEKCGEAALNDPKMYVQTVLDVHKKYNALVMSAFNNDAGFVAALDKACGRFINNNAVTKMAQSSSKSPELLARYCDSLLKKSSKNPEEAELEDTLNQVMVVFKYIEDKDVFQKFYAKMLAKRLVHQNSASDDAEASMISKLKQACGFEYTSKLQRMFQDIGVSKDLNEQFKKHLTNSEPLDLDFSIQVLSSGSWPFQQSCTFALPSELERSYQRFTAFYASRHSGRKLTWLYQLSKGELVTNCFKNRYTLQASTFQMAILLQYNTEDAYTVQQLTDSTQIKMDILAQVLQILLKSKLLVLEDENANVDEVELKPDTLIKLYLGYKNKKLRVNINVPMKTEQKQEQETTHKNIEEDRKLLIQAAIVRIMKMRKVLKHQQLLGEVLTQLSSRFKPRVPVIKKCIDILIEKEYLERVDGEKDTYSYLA
* marks the source's active call; other numbers are inactive results; & = joins results of further samples. An excerpt, so the mix of outcomes need not match the whole.

SMILES	RBX1-CUL1 inh
CC(=O)OC[C@H]1O[C@@H](N=C2C([N+](=O)[O-])C(=O)N(C)C(=O)N2C)[C@H](OC(C)=O)[C@@H](OC(C)=O)[C@@H]1OC(C)=O (stereo partly drawn)	-10
CCOc1ccc(NC(=O)CSc2cn(CC(=O)N3CCCCCC3)c3ccccc23)cc1	-5
COc1cccc(S(=O)(=O)NCc2ccc(C(=O)Nc3cccnc3)cc2)c1	7
CCOc1ccc(/C=C2/C(C)=C(C#N)c3nc(N)c(C#N)c(C)c32)cc1Cl	5
CC1(C)[C@H]2CC=C(CCNC(=O)CCC3(Cc4ccc(Cl)cc4)CCC(=O)N3)[C@@H]1C2 (stereo partly drawn)	-1
COc1cc([N+](=O)[O-])ccc1NC(=O)N1CCC2(CC1)Nc1cc(F)ccc1-n1cccc12	-13
Cc1nnc(SCC(=O)N2CCN(c3ccccc3)CC2)n1N	-3
COc1ccc(-c2nc(CSc3nncn4c3cc3oc(C)cc34)c(C)o2)cc1	3
COc1ccc(CN2CCOc3ccc(C(O)Cc4ccccc4)cc3C2)cc1OC (stereo not drawn)	10
CC(C)(C)Oc1ncc(-c2nccc(Br)n2)c(OC(C)(C)C)n1	4
O=C(NCCc1ccc(F)cc1)c1cn(C2CCCC2)cc(C(=O)N2CCCCC2)c1=O	-4
Cc1cc(C)nc(SCc2nnc(SCC(=O)Nc3ccccc3C)n2C)n1	-7
O=C1c2ccccc2CCc2ccc3ccccc3c21	-20
CC(C)c1ccccc1NC(=O)CN1C(=O)C(=O)c2ccccc21	7
COc1c(C)cc(S(=O)(=O)NCC2CCCO2)c(C)c1C (stereo not drawn)	8
Cc1cc2c(cc1S(=O)(=O)NCc1ccc(F)cc1)OCC(=O)N2	-1
COC(=O)c1ccccc1NS(=O)(=O)c1ccc(C)cc1C	3
CC(C)COc1ccc(/C=C2/C(=O)NC(=S)N(c3ccc(F)cc3)C2=O)cc1	-11
Cc1ccccc1-c1nnc(SCC(=O)N2CCCCC2)o1	4&-1
COc1ccc(-c2cn3c4c(=O)n(C)c(=O)n(C)c4nc3n2-c2cccc3c2OCCO3)cc1	2

Two neighbouring compounds from above:
SMILES	RBX1-CUL1 inh
CC(=O)OC[C@H]1O[C@@H](N=C2C([N+](=O)[O-])C(=O)N(C)C(=O)N2C)[C@H](OC(C)=O)[C@@H](OC(C)=O)[C@@H]1OC(C)=O (stereo partly drawn)	-10
CCOc1ccc(NC(=O)CSc2cn(CC(=O)N3CCCCCC3)c3ccccc23)cc1	-5

Part of the list above, as comma-separated lines:
Compound,RBX1-CUL1 inh
Cc1nnc(SCC(=O)N2CCN(c3ccccc3)CC2)n1N,-3
COc1ccc(-c2nc(CSc3nncn4c3cc3oc(C)cc34)c(C)o2)cc1,3

(next part)
SMILES	RBX1-CUL1 inh
O=C(CCN1C(=O)c2ccccc2C1=O)Nc1nc(-c2ccc(S(=O)(=O)N3CCCCCC3)cc2)cs1	-6
NS(=O)(=O)c1ccc(OC(=O)CNC(=O)OCc2ccccc2)cc1	7
CCOc1ccc(-c2nn(-c3ccccc3)cc2C2NC(=O)N=C(C)C2C(=O)OC(C)C)cc1C (stereo not drawn)	4
C/C(=N\Nc1ccccc1)c1cccc(N)c1	-6
O=C1C(=NCCOCCO)C(Cl)C(=O)c2ccccc21 (stereo not drawn)	-6
Cc1cccc(C(=O)Nc2nnc(S(=O)(=O)N(C)c3ccccc3C)s2)c1	-2
COc1cccc(C(=O)NC2(C(F)(F)F)C(=O)N=C3C2C(=O)NC(=O)N3c2ccccc2)c1 (stereo not drawn)	-8
CCCN1C(=O)c2ccccc2C1(O)c1ccc(C)cc1C (stereo not drawn)	6
CCOc1ccc(NC(=O)CCCN2C(=O)S/C(=C\C(C)=C\c3ccccc3)C2=O)cc1	-6
O=C1C(=O)N(OCc2ccccc2)[C@H]2CCCC[C@H]2N1OCc1ccccc1	-1
COc1ccc(-c2cc(-c3ccccc3)nc(SCc3ccncc3)c2C#N)cc1	7
CCOc1cc(C2C3=C(CC(C)(C)CC3=O)OC(=N)C2C#N)ccc1OCc1ccccc1 (stereo not drawn)	-3
O=C(CCCn1c(=O)c2cccn2c2ccccc21)Nc1cc(C(F)(F)F)ccc1Cl	0
Cc1ccc(OCCCC(=O)Nc2sc3c(c2C(N)=O)CCCC3)cc1	-1
COc1cc(NC(=O)COc2ccc(Cl)cc2C)ccc1NC(=O)c1cc2ccccc2o1	1
O=C(O)c1ccc(CNCc2cccc(Br)c2)cc1	-5
CCCc1cc(CNC(=O)c2ccc(N3CCC(CO)CC3)nc2)on1	-1
O=C(CCN1CCCCCC1=O)NCc1cccnc1Oc1ccccc1	8
CCc1ccc(-n2nc3ccc(NC(=O)c4cc(OC)cc(OC)c4)cc3n2)cc1	-12
CCCOc1ccc(C(=O)NCC2CCCO2)cc1Br (stereo not drawn)	2

Entries from the list above that contain fluorine:
SMILES	RBX1-CUL1 inh
COc1cc([N+](=O)[O-])ccc1NC(=O)N1CCC2(CC1)Nc1cc(F)ccc1-n1cccc12	-13
O=C(NCCc1ccc(F)cc1)c1cn(C2CCCC2)cc(C(=O)N2CCCCC2)c1=O	-4
Cc1cc2c(cc1S(=O)(=O)NCc1ccc(F)cc1)OCC(=O)N2	-1
CC(C)COc1ccc(/C=C2/C(=O)NC(=S)N(c3ccc(F)cc3)C2=O)cc1	-11
COc1cccc(C(=O)NC2(C(F)(F)F)C(=O)N=C3C2C(=O)NC(=O)N3c2ccccc2)c1 (stereo not drawn)	-8
O=C(CCCn1c(=O)c2cccn2c2ccccc21)Nc1cc(C(F)(F)F)ccc1Cl	0

Continued:
SMILES	RBX1-CUL1 inh
Cc1ccccc1-c1noc(CSc2nnc(-c3ccncc3)n2-c2ccc(F)cc2)n1	-2
CC(C)Sc1ccc(CC(=O)O)cc1	3
Cc1cc(C)n(C(=O)Cn2nc(C)c(Br)c2C)n1	-1
Oc1cccc(C(O)CNCc2ccc(OCc3ccc(Cl)cc3Cl)cc2)c1 (stereo not drawn)	-5
COc1ccc(C(C)C)cc1S(=O)(=O)NC(C)(C)C	-5
COc1ccc(Sc2ccccc2CC#N)cc1	1
CCCCC(CC)C(=O)Nc1ccccn1 (stereo not drawn)	4
Cc1cc(C)cc(NC(=O)N2CCC(CN3CCOCC3)CC2)c1	-4
CC(C)CCCC(C)C1CCC2[C@@H](C(=O)O)C([C@@]3(C)CCC=CC3=O)CC[C@]12C (stereo partly drawn)	97*
CSc1cc(-c2cccc(-c3cc(SC)cc(-c4ccccn4)n3)c2)nc(-c2ccccn2)c1	2
Cc1ccccc1C1CC(=O)c2c(C)nc(N)nc2C1 (stereo not drawn)	0
Oc1c(C(Nc2ccccn2)c2ccc(OC(F)F)cc2)ccc2cccnc12 (stereo not drawn)	-1
CC(C)(C)C1CCc2c(sc3nnn(CCOc4ccccc4)c(=O)c23)C1 (stereo not drawn)	-8
COC(=O)c1c(C)nc(C)c(C(=O)OC)c1-c1cccc(N)c1	4
CCc1nn(CCCC(=O)NCc2cc(Br)ccc2OC)c(=O)c2cc3occc3n12	0
COc1ccc(OCC(=O)Nc2cc(-c3nc4ccccc4o3)ccc2Cl)cc1	-7
Cc1ccc(NC(=O)c2cccc(NC(=O)N3CCSc4ncccc43)c2)cc1Cl	2
CN(Cc1ccco1)Cc1cnc(Nc2ccccc2F)s1	4
O=C(Nc1ccc(S(=O)(=O)N2CCC(c3nc4ccccc4s3)CC2)cc1)c1ccc(F)cc1	4
Nc1c(C(=O)Nc2ccc(C(F)(F)F)cc2)sc2nc(-c3cccs3)ccc12	-7&3
Cc1ccc(C(=O)NC(C)c2nnc(SCC(=O)Nc3nccs3)n2C)cc1 (stereo not drawn)	-3
Cc1cc(C)c(C)c(-c2cc(-c3ccccc3)on2)c1C	5
Cc1cccc(Cn2c(=O)n3nc(-c4ccccc4)nc3c3ccccc32)c1	6
O=[N+]([O-])c1ccc2nc(Cl)cnc2c1	-11
O=C1CCCC2=C1CC1=C(CCCC1=O)N2c1ccc(Cl)cc1	8
CCN(CCn1cccn1)Cc1nc(-c2ccc(F)cc2F)oc1C	3
CC(C)NC(=O)CCc1nnc(CCCCc2ccccc2)o1	-8
COC(=O)C(O)(CC(=O)Nc1cc(C)ccc1F)C(F)(F)F (stereo not drawn)	-7
O=C(Nc1ccccc1)c1sc2cc3c(cc2c1Cl)OCO3	4
CC(C)N1CC(COc2ccc(CC(N)=O)cc2)OC1=O (stereo not drawn)	-5
Cc1ccc(NC(=O)Cn2c(=O)n(-c3ccc(C)cc3)c(=O)c3c2cnn3C)cc1	2
COCc1ccc(C(=O)Nc2ccc(-c3nc(CNC(=O)c4cccnc4C)c(C)o3)cc2)o1	10
CC(C)C(C)n1ncc2[nH]c(-c3ccoc3)nc21 (stereo not drawn)	16
O=C(Cn1c(=O)n(-c2ccccc2)c(=O)c2c3c(sc21)CCCC3)Nc1ccccc1	5
O=C(c1cccs1)N1CCCCc2ccccc21	4
CCn1nc(C(=O)NCc2ccco2)c(Cl)c1Cl	8
CCS(=O)(=O)N1CCCC(C(=O)Nc2cc(C)ccc2C)C1 (stereo not drawn)	8
CCOC(=O)C1CCCN(C2CC(=O)N(c3ccc(C)c(C)c3)C2=O)C1 (stereo not drawn)	8
CC1CCCCN1CCCNC(=O)Cn1ncc2c3ccccc3n(Cc3ccccc3F)c2c1=O (stereo not drawn)	8
COc1cc(C2C3=C(CC(C)(C)CC3=O)OC3=C2C(=O)CC(C)(C)C3)ccc1OCC(=O)OC(C)C	1

Marked active in RBX1-CUL1 inh (from the list above):
SMILES	RBX1-CUL1 inh
CC(C)CCCC(C)C1CCC2[C@@H](C(=O)O)C([C@@]3(C)CCC=CC3=O)CC[C@]12C (stereo partly drawn)	97*

Later entries
SMILES	RBX1-CUL1 inh
COCCN1N=C(C)Cn2c1nc1c2c(=O)n(CC(C)C)c(=O)n1C	-3
CC(=O)Oc1cc(O)c2c(=O)cc(C)oc2c1	-1
O=C(CCS(=O)(=O)c1nc(-c2cccs2)cc(C(F)(F)F)n1)Nc1ccc(Br)cc1	-4
Cn1cc(-c2ccnc(NCc3ccc(C#N)cc3)n2)cn1	14
Cc1ccccc1C1(CC(=O)N2CCCCC2c2nccn2C)CC(=O)N(Cc2ccncc2)C1=O (stereo not drawn)	1
CC(C)OCCCN1C(=O)c2[nH]nc(-c3ccccc3O)c2C1c1ccccc1F (stereo not drawn)	-1
c1ccc(CNc2ncnc3c2oc2ccccc23)cc1	-3
CC(NC(=O)CCn1c(=O)c2cccn2c2ccc(F)cc21)c1ccccc1 (stereo not drawn)	2
NC(=O)C1(N2CCCCC2)CCN(C(=O)Nc2ccc(Cl)c(Cl)c2)CC1	-3
COc1ccc(C(=O)Nc2cc(OC)c(OC)cc2C(C)=O)cc1COc1ccc(Br)cc1	1
COc1cccc2nc(N)nc(N)c12	0
Cc1nc(N2CCOCC2)c2c(C(=O)Nc3cccc(C(F)(F)F)c3)c(C)oc2n1	8
O=C(NCCCc1ccccc1)NC1CCCCC1	-4
CCCOc1ccc(C(=O)NCC)cc1Br	0
CSCCN1CCN(C2Cc3ccccc3Sc3ccc(Cl)cc32)CC1 (stereo not drawn)	5
Cc1cc(CN(C)Cc2c(C(=O)N3CCCCCCC3)nc3ccc(Cl)cn23)n[nH]1	1
CCCCNCCCCCOc1cccc2ccccc12	-5
COc1cccc(C(=O)Nc2cc(-c3ccccc3)nn2-c2ccccc2)c1	0
N#C/C(=C\c1ccco1)c1nc(-c2ccc(Cl)c(Cl)c2)cs1	-7
Cc1ccc(OCC(=O)NNC(=O)c2ccccc2C(=O)O)cc1	2
Cc1nc(-c2ccc(F)cc2)sc1CCNC(=O)C(=O)Nc1ccc2c(c1)OCCO2	-2
CCN(CC)CCCNC(=O)c1ccc2nc(N3CCCCC3)sc2c1	-3
O=C(Oc1ccc2c(=O)c(Oc3ccc4ccccc4c3)coc2c1)c1ccco1	-3
CC(=O)N(c1ccccc1C)C1CCCC1	6
COc1ccccc1-n1cc(C(=O)NCc2nc(-c3ccccc3NC(=O)C3CCC3)oc2C)cn1	-4
Cn1cnc2ccc(N)cc2c1=O	-12
COc1ccccc1C(=O)Oc1ccc2c(c1)C(C)=CC(C)(C)N2	1
O=c1oc(Nc2ccc(Cl)cc2)nc2c1cnn2-c1ccccc1	0
O=C(Cn1c2ccccc2n2nc(-c3ccccc3)nc12)c1ccc(Br)cc1	-1
CC(C)(C)OC(=O)N1CCC(c2c(C(=O)NCc3ccco3)cnn2-c2ccccc2Cl)CC1	0
CCC(CC)c1nn2c(=O)cc(COc3ccc(NC(=O)c4ccc(C)cc4)cc3)nc2s1	1
CCc1ccccc1NC(=O)Cn1nc(-c2cc(C)ccc2C)c2c(c1=O)CCCC2	5
CSc1nnc2c(n1)OC(c1ccc(N(C)C)cc1)Nc1ccc(Br)cc1-2 (stereo not drawn)	6
COc1ccc(Br)cc1CNCc1c(C(=O)O)c(C)n(Cc2ccccc2C)c1C	-1
CCOc1ccc(NC(=O)C2CCCN(c3nnc(C)c4c(C)n(-c5ccccc5)nc34)C2)cc1 (stereo not drawn)	11
CC(=O)OCC1OC(Oc2ccc(C(=O)Cc3cc4ccccc4cn3)c(O)c2)C(OC(C)=O)C(OC(C)=O)C1OC(C)=O (stereo not drawn)	-3
CCNc1nc(N)nc(-c2cc(Cl)ccc2O)n1	2
CN1CCCC1=Nc1c2c(nc3ccccc13)N(C)CC2	11
O=C1CN(C(=O)c2ccc(N3CCOCC3)cc2)c2ccccc2N1	-4
Cc1ccc(C(O)C#CC23CC4CC(CC(C4)C2)C3)o1 (stereo not drawn)	99*
C=CCc1cc(/C=c2\sc3nc4ccccc4n3c2=O)cc(OC)c1OC	1
CC(C)CNC(=O)C1CCN(S(=O)(=O)c2ccccc2)CC1	3
CC(C)(C)c1ccc(O)c(C2C=NNC(N)=N2)c1 (stereo not drawn)	-2
Cc1nc(N(C)C2CCCCC2)ncc1C(C)NC(=O)CCC(N)=O (stereo not drawn)	-4
COC(=O)c1ccc(NS(=O)(=O)c2ccc3[nH]c4c(c3c2)CCCCC4)cc1	13

Assay outcomes as filed in PubChem BioAssay.
